HEK293 tox = qHTS of GLP-1 Receptor Inverse Agonists: Cytotox Screen; AID 624418, 2012; HEK293 cAMP-luciferase reporter cells, luminescence, 24 h; 410,000 compounds, 0.13% hits; Potency, µM (doses to about 38.3 µM), inactives show at the top dose activity change, negative = inhibition, hits mostly inhibitors;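 note: loss of luciferase light is scored as toxicity; potency is the fitted concentration of half-maximal effect; % is set by controls: 0 for no effect and ±100 for the full control effect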
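A 23 nL compound transfer followed 12 hours of cell culture at 37 deg C; exposure then lasted 24 hr. Luciferase assay detection reagent was dispensed and plates read for luminescence after a 12 min room-temperature wait.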
WRN inhibitor = qHTS for Inhibitors of WRN Helicase. AID 651768, 2012. WRN helicase unwinding, fluorescent forked duplex, kinetic. Potency, µM (doses to about 114 µM), without a hit: at the top dose activity change, negative = inhibition, hits mostly inhibitors. Bifunctional 3'-5' exonuclease/ATP-dependent helicase WRN (Homo sapiens), Q14191. 360,000 compounds, 0.46% hits; note: potency is the fitted concentration of half-maximal effect; % is set by controls: 0 for no effect and ±100 for the full control effect; nearly all actives have a fitted effect of over 55% in size
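Fluorescence dequenching readout, ex 525 nm/em 598 nm, kinetic mode: forked duplex DNA (100 nM final) with adjacent fluorophore and quencher unwound by WRN (20 nM final) with 2 mM ATP. Compound preincubation 15 min, room temperature.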
PI5P4Ka inh = qHTS for Inhibitors of phosphatidylinositol 5-phosphate 4-kinase (PI5P4K); PI5P4Kalpha enzyme, ADP-Glo luminescence, 60 min; hits give low values; max response, %; 330,000 compounds, 1.2% hits; AID 652105, 2013; active = max response of -50% or lower; inconclusive = between -30% and -50%; inactive = -30% or higher; note: value at the top dose of about 77 µM; % is set by controls: 0 for no effect and ±100 for the full control effect
Target sequence (P48426 whole entry, looked up): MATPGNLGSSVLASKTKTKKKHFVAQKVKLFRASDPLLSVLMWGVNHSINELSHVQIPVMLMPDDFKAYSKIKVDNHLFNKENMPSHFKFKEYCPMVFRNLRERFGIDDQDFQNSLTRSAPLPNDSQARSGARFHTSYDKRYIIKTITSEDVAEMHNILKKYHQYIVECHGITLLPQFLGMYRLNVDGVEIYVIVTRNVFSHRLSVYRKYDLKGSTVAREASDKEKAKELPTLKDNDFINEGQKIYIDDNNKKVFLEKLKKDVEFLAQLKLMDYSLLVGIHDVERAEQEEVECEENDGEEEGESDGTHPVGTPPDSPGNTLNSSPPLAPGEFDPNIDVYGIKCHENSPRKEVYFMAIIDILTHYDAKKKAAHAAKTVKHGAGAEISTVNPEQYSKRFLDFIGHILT
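Luminescence from ADP-Glo served as readout of PI5P4Kalpha activity in a qHTS format. Reaction: enzyme, substrate, compound, ATP at 5 microM final, 60 min at RT.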
IL2 activator = qHTS of IL-2 Activators; IL-2 activation reporter assay, cell-based qHTS; stimulated with anti-CD3/CD4/CD28 beads; in transgenic mouse T cells; activation, % (series mostly up to about 46 µM); 360,000 compounds, 0.065% hits; AID 652025, 2013; in the data active = activation above about 50%; inconclusive = mostly about 30% to 49%; note: 0% is about no effect
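Readout: EGFP and DsRed signals by fluorescent plate cytometry. Unstimulated transgenic mouse T cells received compound 60 min before antibody-bead stimulation, then incubated 18 h at 37 degrees C.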
D3 ag = qHTS of D3 Dopamine Receptor Agonist: qHTS; D(3) dopamine receptor (Homo sapiens), P35462; D3R DiscoveRx beta-arrestin cells, luminescence, 90 min; max activation, %; 410,000 compounds, 0.58% hits; AID 652048, 2013; in the data active = max activation above about 30%; note: 0% is about no effect; mostly tested at two doses, the higher about 12 µM
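Cells at 1500/well, incubated overnight, then treated with pinned compounds (dopamine as control) for 90 min at 37 degrees C. DiscoveRx reagent added for 30 - 60 minutes at room temperature; luminescence read.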
GLP1R inv ag = qHTS of GLP-1 Receptor Inverse Agonists (Inhibition Mode); Potency, µM (series often up to 38.3 µM), for the others: top-dose activity change, negative = inhibition, hits mostly inhibitors; AID 624417, 2012; 410,000 compounds, 1.6% hits; HEK293 GLP-1R CRE-luciferase, luminescence, 24 h; GLP-1R form is constitutively active; Glucagon-like peptide 1 receptor (Homo sapiens), P43220; note: potency is the fitted concentration of half-maximal effect; % is set by controls: 0 for no effect and ±100 for the full control effect; nearly all actives have a fitted effect of over 55% in size
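Assay principle: reduced luminescence from a cAMP-responsive reporter in HEK293 cells co-expressing a constitutively active GLP-1R. Conditions: 24 hr compound incubation, 37 deg C, 5% CO2.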
GLP-1R agonist = qHTS of GLP-1 Receptor Agonists | HEK293 GLP-1R CRE-luciferase, luminescence, 4-6 h; cells express a hypersensitive GLP-1R form | Potency, µM (top dose mostly 45.6 µM), for the others: at the highest dose activation, hits mostly activators | 380,000 compounds, 0.007% hits; note: potency is the fitted concentration of half-maximal effect; % of control where 0% means no effect
PLK1 PBD block = qHTS for Inhibitors of PLK1-PDB (polo-like kinase 1 - polo-box domain): Primary Screen; Plk1 PBD binding of FITC phosphopeptide, fluorescence polarization; Potency, µM, inactives show max response, negative = inhibition, usual class: inhibitors; 360,000 compounds, 2.8% hits; note: potency is the fitted concentration of half-maximal effect; series mostly up to about 57 µM; % is set by controls: 0 for no effect and ±100 for the full control effect; nearly all actives have a fitted effect of over 65% in size
Target sequence (P53350 whole entry, looked up, the tested form may be a part): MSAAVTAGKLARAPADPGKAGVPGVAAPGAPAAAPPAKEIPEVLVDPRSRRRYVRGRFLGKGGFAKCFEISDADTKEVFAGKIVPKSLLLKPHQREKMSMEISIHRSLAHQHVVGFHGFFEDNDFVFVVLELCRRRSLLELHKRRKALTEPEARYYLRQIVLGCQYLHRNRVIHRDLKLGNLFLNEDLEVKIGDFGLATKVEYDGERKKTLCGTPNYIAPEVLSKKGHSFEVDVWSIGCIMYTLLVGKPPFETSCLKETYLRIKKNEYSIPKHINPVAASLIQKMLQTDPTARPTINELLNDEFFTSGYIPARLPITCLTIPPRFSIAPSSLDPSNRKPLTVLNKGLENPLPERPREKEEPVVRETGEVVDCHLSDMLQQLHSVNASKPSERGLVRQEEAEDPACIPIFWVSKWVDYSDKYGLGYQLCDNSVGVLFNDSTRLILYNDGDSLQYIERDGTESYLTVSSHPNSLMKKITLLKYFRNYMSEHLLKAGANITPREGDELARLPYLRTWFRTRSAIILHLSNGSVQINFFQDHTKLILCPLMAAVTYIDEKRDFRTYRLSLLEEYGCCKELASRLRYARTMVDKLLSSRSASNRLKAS
DRD3 antagonist = qHTS of D3 Dopamine Receptor Antagonist: qHTS; D3R cells, DiscoveRx beta-arrestin luminescence, antagonist mode; hits give low values; max response, negative = inhibition, %; 360,000 compounds, 2.5% hits; AID 652054, 2013; in the data active = max response below about -50%; inconclusive = no clear call, values can overlap the other calls; note: % is set by controls: 0 for no effect and ±100 for the full control effect; mostly tested at two doses, the higher about 12 µM
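Cells expressing the human receptor were seeded at 1500 cells/well, incubated overnight at 37 degrees C in 5% CO2, then exposed to library compounds with dopamine controls for 90 minutes at 37 degrees C before luminescent detection.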
* hit, by the source's call; ? = inconclusive; . = not tested or not shown; & = joins results of further samples; [ ] = another dose, or the depositor's remark. Unless noted, calls come from the whole dose curve; as a rule, active = well fitted curve in the direction sought with a large enough effect; inconclusive = small, poorly fitted or top-dose-only effect, or another doubt; inactive = no such curve, though single readings can be large; an effect the other way counts as inactive or inconclusive. No enrichment for hits. Share with any hit: about 7.8%.

compound	HEK293 tox	WRN inhibitor	PI5P4Ka inh	IL2 activator	D3 ag	GLP1R inv ag	GLP-1R agonist	PLK1 PBD block	DRD3 antagonist
O=C(CN1C(=O)c2ccccc2S1(=O)=O)NCc1c(F)cccc1F	0%	-1%	2	1.6	-6	7%	8%	6%	1
Cc1c(Cl)c([N+](=O)[O-])nn1CCCC(=O)Nc1c(C)n(C)n(-c2ccccc2)c1=O	8%	0%	0	1.5	6	11%	-2%	-6%	-2
CCc1ccc(C(=O)Nc2ccc3nn(-c4ccc(C)c(Cl)c4)nc3c2)cc1	3%	.	.	.	7	3%	8%	.	.
COc1ccc(C(=O)N(C)Cc2ccc(OC)c(OC)c2OC)cc1S(=O)(=O)N1CCOCC1	17%	-1%	-1	1.1	8	12%	15%	-2%	-6
COc1ccc(-n2nnnc2SCC(=O)NCc2cccs2)cc1	3%	2%	3	0.3	2	20%	0%	-1%	5
COc1cccc(-c2noc(CCC(=O)N3CCN(c4cc(C)ccc4C)CC3)n2)c1	-9%	-1%	17	0.1	23	?	-4%	-10%	60
O=C(O)CCNc1nc(C(F)(F)F)nc2ccccc12	-3%	-16%	1	-0.7	-5	0%	0%	-1%	2
CC1CCN(C2=NC(=O)/C(=C/c3cn(-c4ccccc4)nc3-c3cccc(S(=O)(=O)N(C)C)c3)S2)CC1	2%	8%	-15	-0.2	1	44%[activator]	13%	-4%&-6%	-23
Cc1ccc(S(=O)(=O)C2(C(=O)NC3CCCCC3C)CC2)cc1 (stereo not given)	?	-3%	9	-3.9	14	-17%	9%	-3%	3
Cc1cc(C)c(C(N)=O)c(Nc2ccc(F)cc2)n1	-4%	-9%	-3	0.4	6	19%	-4%	-4%	8
CC(C)N1CC(O)=C(c2ccccc2)C1=N	11%	-10%[57.1 µM]	.	-1.5	4	-1%	7%	-2%	-16
CCc1ccc(N2Cc3ccccc3C2)cc1	5%	-9%	-4	-0.1	4	-4%	-2%	?	-16
C=CCOC(=O)C1=C[C@@H](c2coc3ccccc3c2=O)[C@H](CCCO)[C@@H](OCC)O1	-8%	6%	-10	0.6	-19	11%	-3%	-5%	20
Cc1sc2ncn(CC(=O)Nc3cccc(S(N)(=O)=O)c3)c(=O)c2c1-c1ccccc1	-19%	-2%	-4	-2.6	0	?	-5%	-15%	-8
CC(=O)N(Cc1cc2cc(C)c(C)cc2n2nnnc12)CC1COCCO1 (stereo not given)	15%	3%	.	-4.2	-7	0%	12%	-10%	-7
CC1CCCN(S(=O)(=O)c2ccc(NC(=O)CCN3C(=O)c4ccccc4C3=O)cc2)C1 (stereo not given)	13%	-6%	-6	-1.9	-2	-6%	-1%	-8%	-18
CCCCNC(=O)CSc1nc2n[nH]c(C)c2c(=N)n1-c1cccc(Cl)c1C	-10%&-23%	-5%	.	-2.7	-3&16	0%&0%	3%	1%	6
CC1(C)Cc2cccc(OCC(=O)OCC(=O)NCc3ccccc3)c2O1	-1%	-24%	-7	-3.4	-13	6%	4%	-10%	-17
COC(=O)C1(C)CN(S(=O)(=O)c2ccc(C)cc2)c2cc(OC)ccc2C1=O (stereo not given)	-3%	3%	7	0.1	-5	-49%	0%	-4%	10
C=C(C)c1cccc(C(C)(C)NC(=O)N2CCCC2)c1	-1%	8%	-7	1.7	-11	-22%	5%	-6%	0
CCN(CC)CC1(O)CCN(C(=O)c2ccc(Cl)c(Cl)c2)CC1	4%	-2%	4	-1.3	-3	-37%	-1%	-3%	12
CCCCNc1c(-c2ccccn2)nc2nc(C)cc(C)n12	0%	-4%	-3	-0.1	2	20%	5%	4%	26
CCOc1ccc(NC(=O)N2CCCC2C(=O)NCc2ccco2)cc1 (stereo not given)	0%	2%	2	0.2	11	2%	0%	5%	9
CCC(C)Cn1c(C)nc2ccccc21 (stereo not given)	-9%	-3%	4	-0.5	2	-12%	-9%	-2%	0
COc1ccc(CCN(C(=S)Nc2ccccc2)C2CC(=O)N(c3ccccc3)C2=O)cc1 (stereo not given)	-12%	1%	-5	1.9	4	?	-12%	0%	0

Given with each value named: two of the compounds above.
COC(=O)C1(C)CN(S(=O)(=O)c2ccc(C)cc2)c2cc(OC)ccc2C1=O (stereo not given)
  HEK293 tox: -3%
  WRN inhibitor: 3%
  PI5P4Ka inh: 7
  IL2 activator: 0.1
  D3 ag: -5
  GLP1R inv ag: -49%
  GLP-1R agonist: 0%
  PLK1 PBD block: -4%
  DRD3 antagonist: 10

C=C(C)c1cccc(C(C)(C)NC(=O)N2CCCC2)c1
  HEK293 tox: -1%
  WRN inhibitor: 8%
  PI5P4Ka inh: -7
  IL2 activator: 1.7
  D3 ag: -11
  GLP1R inv ag: -22%
  GLP-1R agonist: 5%
  PLK1 PBD block: -6%
  DRD3 antagonist: 0

Additional records follow.
compound	HEK293 tox	WRN inhibitor	PI5P4Ka inh	IL2 activator	D3 ag	GLP1R inv ag	GLP-1R agonist	PLK1 PBD block	DRD3 antagonist
C/C(=N\NC(=O)CSc1nnc(C)s1)c1ccc(Cl)cc1	-16%	-15%	6	0.9	1	10%	1%	-9%	4
COCCn1c(SCC(=O)Nc2cc(C(C)(C)C)nn2-c2ccccc2)nc2ccccc2c1=O	11%	1%	0	-1.9	5	-7%	-10%	-4%	8
COc1ccc(S(=O)(=O)N(C)C[C@@H]2OCc3cnnn3CCCC(=O)N([C@H](C)CO)C[C@@H]2C)cc1	5%	2%	3	0.0	0	3%	-3%	-3%	13
S=C(NCC1CCCO1)NC1CCCC1 (stereo not given)	-1%	9%	5	-1.4	-8	16%	5%	-19%	-20
CCN(c1ccccc1)S(=O)(=O)c1cc(NC(=O)C2CC2)ccc1Cl	11%	-3%	-4	0.3	2	?	5%	2%	-7
Cc1ccc(S(=O)(=O)NCCC(=O)N2CCN(S(=O)(=O)c3cccc(F)c3)CC2)cc1C	6%	3%	-2	-0.2	9	-19%	13%	-1%	-14
O=C(CCS(=O)(=O)c1ccccc1)Nc1nc2cc3c(cc2s1)OCCO3	-19%	-3%	1	-2.4	-6	70%[activator]	15%	-18%	-6
CC(=O)Nc1sc2c(c1-c1nc3ccccc3s1)CCN(C(C)C)C2	-2%	-25%	4	-0.3	-10	?	-12%	6%	-116*
O=C(NC1CCCC1)C(c1ccccn1)N(C(=O)c1csnn1)c1ccccc1Br (stereo not given)	-2%	-9%	1	3.1	-4	1%	-2%	-6%	-10
COc1ccc(NS(=O)(=O)c2ccc3c(c2)NC(=O)CC(=O)N3)cc1OC	2%	4%	-11	-2.4	7	17%	-5%	-11%	-14
CSc1ccc(CNc2cccc3ccccc23)cc1	-12%	-2%	.	0.1	-11	2%	-4%	-1%	-8
CCC(=O)N(Cc1ccco1)c1nc(C(=O)Nc2ccc(Cl)cc2)c(C)s1	-13%	-19%	-2	-0.5	-2	?	14%	?	?
COc1ccc(OCCSc2nc3ccccc3n2CC(=O)O)cc1	0%	-2%	.	-2.4	0	7%	0%	-5%	-7
COc1ccc(CCC(=O)Nc2ccc(C(=O)c3ccncc3)cc2)cc1	1%	0%	-1	-4.1	21	-4%	-3%	-14%	15
O=C(c1ccc(Cn2cc([N+](=O)[O-])cn2)o1)N1CCCCCC1	-4%	-1%	-5	-0.1	3	-27%	2%	-3%	2
CCCCN1CC(N2CCCCC2)CS1(=O)=O (stereo not given)	6%	0%	8	0.1	7	20%	13%	-4%	14
O=C(Nc1cccc(F)c1)c1ccc(-n2cncn2)c2ccoc12	3%	4%	-2	-0.3	7	21%	-1%	-4%	20
CCOc1ccc(-c2nnn(CC(=O)N3CCCC3)n2)cc1OCC	5%	6%	1	0.7	0	46%[activator]	-1%	-7%	-11
O=C(CSc1nc2[nH]ncc2c(=O)n1-c1ccccc1)NCCc1ccccc1	-22%	-3%	3	-2.7	2	17%	12%	-6%	14
CCOC(=O)Cn1nc(-c2ccccc2)c(-c2ccccc2)nc1=O	0%	9%	-2	-0.2	8	-25%	15%	-11%	-2
NC(=O)c1nc[nH]c1C(=O)Nc1cccc(C(F)(F)F)c1	4%	-1%	-2	-1.4	1	54%[activator]	19%	5%	1
O=C(NCc1ccco1)C1CCCN(S(=O)(=O)Cc2ccccc2)C1 (stereo not given)	5%	-5%	.	-1.2	-6	-4%	-1%	-2%	-13
COc1ccc(C(=O)N/N=C/c2cccc3cccnc23)cc1	-18%	5%	-6	-0.2	-1	?	-25%	-2%	?
Cc1cc(C)nc(NS(=O)(=O)c2ccc(NC(=S)NC(=O)CC(C)C)cc2)n1	13%	-3%	-6	-1.3	0	0%	-8%	?	?
O=C(CCn1c(=O)oc2ccccc21)NC1=NCCS1	1%	0%	.	-1.0	-14	14%	-3%	-4%	30
C=CCNC(=O)c1ccc2c(=O)n(CCCN3CCCC3=O)c(=S)[nH]c2c1	-2%	-2%	-17	-3.7	-6	15%	1%	-9%	-25
Cc1cccc(C)c1OC(=O)CSc1nnc(-c2ccccc2)o1	-8%	-20%	7	1.4	1	-14%	3%	-17%	18
